# High-throughput results deposited in PubChem BioAssay by The Scripps Research Institute Molecular Screening Center.
# TEAD-YAP block – TEAD-YAP interaction inhibition; AID 1259422; HEK-TIYL cells, TEAD-Gal4/YAP UAS-luciferase luminescence; hit rate 1.4% among 640,000; inhibition, % at 9.12 µM; in the data active = inhibition above about 32%;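 note: 0% = median of test compound wells and 100% = reference inhibitor wells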
# MITF inh – inhibitors of human MITF | O75030 | AlphaScreen MITF homodimerization, bead proximity signal | inhibition, % at 2.6 µM | hit rate 0.91% among 650,000 | AID 1259374; in the data active = inhibition above about 50%;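 note: 0% = vehicle wells with protein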
# Target sequence (O75030 whole entry, looked up): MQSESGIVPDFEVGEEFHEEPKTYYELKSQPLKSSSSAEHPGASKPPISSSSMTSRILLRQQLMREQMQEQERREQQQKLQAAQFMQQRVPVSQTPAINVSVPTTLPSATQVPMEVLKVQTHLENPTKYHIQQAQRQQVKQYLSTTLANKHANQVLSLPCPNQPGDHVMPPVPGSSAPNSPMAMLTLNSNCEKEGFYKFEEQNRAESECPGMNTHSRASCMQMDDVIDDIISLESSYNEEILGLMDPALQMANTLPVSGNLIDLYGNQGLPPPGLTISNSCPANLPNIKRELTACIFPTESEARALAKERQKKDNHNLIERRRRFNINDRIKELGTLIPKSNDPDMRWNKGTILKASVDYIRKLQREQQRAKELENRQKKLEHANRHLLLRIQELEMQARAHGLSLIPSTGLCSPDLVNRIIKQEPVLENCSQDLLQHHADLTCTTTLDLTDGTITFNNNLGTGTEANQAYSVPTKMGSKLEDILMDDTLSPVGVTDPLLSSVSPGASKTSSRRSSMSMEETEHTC
# GPR151 activ – activates the human receptor GPR151; Q8TDV0; PathHunter beta-arrestin GPR151 cells, luminescence; activation, % at 11.2 µM; hit rate 1% among 650,000; in the data active = activation above about 4.9%;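 note: 0% = median of compound wells and 100% = cells with positive control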
# Target sequence (Q8TDV0 whole entry, looked up): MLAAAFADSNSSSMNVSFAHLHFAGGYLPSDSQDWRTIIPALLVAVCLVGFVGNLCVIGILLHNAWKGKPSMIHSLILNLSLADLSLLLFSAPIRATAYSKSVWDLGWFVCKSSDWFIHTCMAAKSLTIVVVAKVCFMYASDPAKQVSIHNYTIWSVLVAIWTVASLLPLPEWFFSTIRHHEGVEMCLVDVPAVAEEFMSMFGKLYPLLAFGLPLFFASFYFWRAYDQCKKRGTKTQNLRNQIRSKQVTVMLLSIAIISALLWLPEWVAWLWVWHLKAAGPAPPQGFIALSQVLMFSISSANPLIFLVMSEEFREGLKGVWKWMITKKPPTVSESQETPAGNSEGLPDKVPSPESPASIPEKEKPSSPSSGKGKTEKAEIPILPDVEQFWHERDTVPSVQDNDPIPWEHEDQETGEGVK
# FBW7 act – activators of human E3 ligase FBW7; Q969H0; AlphaScreen FBW7–phospho-cyclin E peptide binding, activator screen; normalized activity (activation), % at 26.1 µM; hit rate 0.13% among 650,000; AID 1259310; in the data active = normalized activity above about 1.9%;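 note: purified mutant Fbw7 with reduced substrate affinity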
# Active calls of the source: *.
# The opening five compounds, to show the layout:
mol	TEAD-YAP block	MITF inh	GPR151 activ	FBW7 act
Cc1ccc(C)c(NC(=O)CCn2c(=O)sc3ccccc32)c1	-2	2	-1.2	-0.1
COc1ccc(/C=N/NC(=O)c2cc(-c3ccc(OC)cc3)n[nH]2)cc1	33*	4	-0.6	-0.1
O=C(Nc1ccc(Cl)c(Cl)c1)C1CC(=O)N(c2ccccc2)C1 (stereo unspecified)	-2	-6	-0.6	0.2
COCCNC(=O)c1ccc2c(c1)N=C(C)c1c(C)ccc(C)c1S2	74*	6	0.2	0.4
CCc1ccc(NC(=O)NCc2cccn2C)cc1	-51	19	-1.5	0.3

# The list itself (from the top)
mol	TEAD-YAP block	MITF inh	GPR151 activ	FBW7 act
Cc1ccc(C)c(NC(=O)CCn2c(=O)sc3ccccc32)c1	-2	2	-1.2	-0.1
COc1ccc(/C=N/NC(=O)c2cc(-c3ccc(OC)cc3)n[nH]2)cc1	33*	4	-0.6	-0.1
O=C(Nc1ccc(Cl)c(Cl)c1)C1CC(=O)N(c2ccccc2)C1 (stereo unspecified)	-2	-6	-0.6	0.2
COCCNC(=O)c1ccc2c(c1)N=C(C)c1c(C)ccc(C)c1S2	74*	6	0.2	0.4
CCc1ccc(NC(=O)NCc2cccn2C)cc1	-51	19	-1.5	0.3
O=C(Nc1nc(CC(=O)N2CCN(c3ccccc3F)CC2)cs1)NC1CCCC1	2	0	0.6	-0.1
Cc1ccc(NC(=O)COc2ccccc2C)c(C(=O)O)c1	10	-2	-0.3	-0.2
CC(=O)CC(C)(C)NC(=O)C[n+]1ccccc1	-2	-12	-0.5	0.1
COC(=O)c1ccc(CSc2nnc3c4ccccc4n(C)c3n2)cc1	0	24	3.8	0.5
Cc1cc(C)c2sc(N3CCN(C(=O)C4CCCN(S(C)(=O)=O)C4)CC3)nc2c1 (stereo unspecified)	19	15	-0.2	0.3
CCOc1cc(/C=C2/C(=N)N3N=C(CC(C)C)SC3=NC2=O)ccc1OCCOc1ccc(C)cc1C	16	2	-1.1	-0.2
CC(=O)Nc1c([N+](=O)[O-])cc(NS(=O)(=O)c2ccccc2)c2ccccc12	7	6	3.8	-0.2
Cc1ccc(S(=O)(=O)N(CC(=O)Nc2cccnc2)c2ccc(Cl)cc2)cc1	5	-6	0.3	0.0
COc1cc(/C=N/NC(=O)c2ccccc2F)ccc1Oc1ccc([N+](=O)[O-])cn1	9	12	1.5	0.1
Cn1c(C2CC(=O)N(c3ccccc3)C2)nc2ccccc21 (stereo unspecified)	-1	-10	0.1	-0.4

# 4 entries already listed, arranged by SMILES length, high to low:
mol	TEAD-YAP block	MITF inh	GPR151 activ	FBW7 act
Cc1ccc(S(=O)(=O)N(CC(=O)Nc2cccnc2)c2ccc(Cl)cc2)cc1	5	-6	0.3	0.0
O=C(Nc1ccc(Cl)c(Cl)c1)C1CC(=O)N(c2ccccc2)C1 (stereo unspecified)	-2	-6	-0.6	0.2
COC(=O)c1ccc(CSc2nnc3c4ccccc4n(C)c3n2)cc1	0	24	3.8	0.5
CCc1ccc(NC(=O)NCc2cccn2C)cc1	-51	19	-1.5	0.3

# Next section
mol	TEAD-YAP block	MITF inh	GPR151 activ	FBW7 act
COc1ccc(OC)c2[nH]c(=O)c(CCNC(=O)c3ccc(C)cc3)cc12	10	12	-0.6	-0.2
COC(=O)c1ccc(NC(=O)Cc2ccc(OC)cc2)cc1	-1	9	-0.1	-0.1
CC(/C=N/NC(=O)C(O)c1ccccc1)=C\c1ccccc1 (stereo unspecified)	-22	-9	2.5	0.0
COCCNC(=S)N1CCC(NC(=O)C23CC4CC(CC(C4)C2)C3)CC1	-13	-9	2.0	-0.1
CC1=C(C(=O)Nc2ccccc2)C(c2ccccc2)C(C#N)=C(SCC(=O)Nc2ccc3ccccc3c2)N1 (stereo unspecified)	5	8	1.0	0.0
COC(=O)COc1cccc2c(=O)n(CC(=O)N3CCc4ccccc43)ccc12	3	-8	-1.2	0.0
CCOc1ncccc1C(=O)OCc1cc(-c2ccccc2F)on1	-16	-7	0.1	0.1
OCCNc1nc(Nc2ccccc2)nc2c1ncn2Cc1ccc(C(F)(F)F)cc1	1	-9	0.1	-0.1
Cn1c(SCC(=O)Nc2cccc([N+](=O)[O-])c2)nnc1-c1ccc(N)cc1	2	-9	0.4	0.0
CC(=O)Nc1ccc(NC(=O)CCl)cc1	18	2	0.4	0.0
C/C(=N\NC(=O)c1nnn(-c2nonc2N)c1CN1CCCCCC1)c1cccs1	1	-2	-0.4	-0.1
C/C(=N\NC(=O)c1cnccn1)c1ccccc1Cl	-28	-11	1.3	1.2
CCOC(=O)c1ccc(N2C(=O)C(CC(=O)Nc3ccc(OCC)cc3)N(CCCN3CCCCC3)C2=S)cc1 (stereo unspecified)	-5	8	-0.3	-0.1
CN1CCN(c2ccc(C(=O)NC34CC5CC(CC(C5)C3)C4)cc2[N+](=O)[O-])CC1	-11	-4	-0.2	-0.1
O=S(=O)(c1ccccc1)N1CCN(c2ccc3nnc(-c4ccc(F)cc4)n3n2)CC1	1	-9	2.9	0.1
C#CCSc1nc2ccccc2[nH]1	-18	-5	-1.4	-0.1
Cc1nc2ccccc2c(=O)n1OC(=O)c1ccc(C(C)(C)C)cc1	-4	4	0.0	0.0
Cc1nnc(Nc2ccc(N3CCCCC3)cc2)[nH]c1=O	1	1	0.7	-0.1
O=C(O)c1ccc(Oc2ccc(Oc3ccc(C(=O)O)c(C(=O)O)c3)cc2)cc1	-10	1	-1.4	0.0
c1csc(-c2cnc3c(NCc4ccc5c(c4)OCO5)nccn23)c1	-9	-9	-0.9	0.1
CCCOC(=O)c1ccc(NC(=O)c2c(O)c3cc(OC)c(OC)cc3[nH]c2=O)cc1	1	15	-0.4	0.8
C/C(=N\NC(=O)CCc1c(C)n[nH]c1C)c1ccc2ccccc2c1	2	-6	0.2	0.0
O=C(CCNC(=O)c1ccco1)Oc1ccc2c(c1)OCO2	2	2	-0.3	-0.1
COC(=O)c1cc(Nc2cccc(OC)c2)c2cc(Cl)ccc2n1	38*	4	0.5	0.1
Fc1ccc(CNc2nccn3c(-c4cccc5cccnc45)cnc23)cc1	9	-21	0.5	0.0
CCCn1nnnc1SCC(=O)c1ccc(OC)cc1	-34	-6	-0.4	0.0
COc1cc(Nc2cc(Nc3ccccc3C(N)=O)ccn2)ccc1N1CCOCC1	13	6	2.7	0.0
CCOc1ccc2nc(Nc3nc(C)c(C)c(C)n3)nc(C)c2c1	-2	-13	-0.1	-0.1
Cc1cc(/C=N/O)c(C)n1-c1ccc(F)cc1	-6	3	0.7	-0.3
COc1cccc(NC(=O)N2CCCC2C(=O)Nc2cc(C)ccc2OC)c1 (stereo unspecified)	9	4	4.6	0.0
COc1ccc(C(=O)CN2CCN(C(=O)CC(C)C)CC2)cc1	-1	-7	0.1	-0.1
COc1cc(/C=C2/SC(N)=NC2=O)ccc1OCc1ccccc1	-30	-4	2.1	-0.1
COc1ccc2c(c1)c(-c1csc(N)n1)c(C)n2C	1	16	-1.0	-0.1
Cc1cc([N+](=O)[O-])ccc1-c1ccc(/C=N/NC(=O)c2ccoc2C)o1	-32	12	-1.1	0.0
Cc1ccc(N2C(=O)c3oc4ccccc4c(=O)c3C2c2cccc([N+](=O)[O-])c2)nc1 (stereo unspecified)	-7	6	0.7	0.2
CCOC(=O)C1CCCN(CCC(=O)Nc2cc(C)ccc2C)C1 (stereo unspecified)	-3	-8	2.4	-0.4
CCN1/C(=C/c2ccc3cc(C)ccc3[n+]2C)Sc2ccc3ccsc3c21	76*	23	3.3	-0.5
Cc1cc2c(o1)c1cnn(CC(=O)O)c(=O)c1n2C	-5	5	0.2	0.1
COc1ccc(NC(=O)CN2C(=O)c3ccccc3C2=O)c(OC)c1	7	10	-1.5	0.5
O=C1OC(c2ccc(Cl)cc2)c2ccccc21 (stereo unspecified)	-4	6	1.2	0.2
Cc1ccc(C(=O)OC(CN=C2NS(=O)(=O)c3ccccc32)COc2ccccc2)cc1 (stereo unspecified)	-1	-1	0.7	-0.1
CN(C)S(=O)(=O)c1ccc(C(=O)NCc2nnc(SCC(=O)Nc3nc4ccccc4s3)n2-c2ccc(F)cc2)cc1	1	-1	1.4	0.1
CC12c3ccccc3C(c3ccccc31)C1C(=O)N(c3ccc(F)cc3)C(=O)C12 (stereo unspecified)	0	-15	-0.7	0.0
CCCNS(=O)(=O)c1ccc(F)c(C(=O)Nc2ccccc2Cl)c1	-16	-16	-4.5	-0.1
Nc1ccccc1OC(=O)C1CCN(c2nc3ccccc3[nH]2)CC1	-7	5	-0.6	0.1
CCCN1C(=O)c2cc(C(=O)NCc3cccs3)ccc2C1O (stereo unspecified)	-24	-14	0.5	0.1
CC(C)n1c(Nc2ccccn2)nc2c(NCCN3CCOCC3)ncnc21	12	0	-0.4	-0.1
C=CCn1c2ccccc2n2c(C(=O)OCC)c(C)nc12	3	-1	-0.8	-0.1
COc1cccc(C2C(C(=O)OCc3ccccc3)=C(C)NC3=C2C(=O)CC(C)(C)C3)c1 (stereo unspecified)	-1	1	-0.7	-0.1
CC(C)=C1C2CC2C2C(C(=O)O)C12 (stereo unspecified)	15	60*	-1.4	0.0
Cc1nc(N(CCC(=O)O)CCC(=O)O)sc1C	2	5	0.9	0.0
O=C(CSc1ncn[nH]1)Nc1nnc(-c2ccc([N+](=O)[O-])cc2)s1	1	5	-0.8	-0.1
O=C(Nc1nnc(S(=O)(=O)N2CCc3ccccc32)s1)c1ccccc1Cl	2	-16	1.9	-0.2
COc1ccccc1C1C=C(c2ccc(Br)cc2)Nc2nc3ccccc3n21 (stereo unspecified)	-59	8	0.2	0.1
CC1=C(C(=O)OCc2ccccc2)C(c2ccccc2[N+](=O)[O-])C2=C(CCCC2=O)N1 (stereo unspecified)	12	8	0.2	-0.6
COc1ccc(NC(=S)NC2CC3CCC2C3)c(OC)c1 (stereo unspecified)	-2	7	2.4	-0.2
CCOC(=O)c1nnn(-c2nc(C)cc(C(F)(F)F)n2)c1C(=O)OCC	-11	0	1.2	-0.1
Cc1cc(CNCc2c(C(=O)N(C)Cc3ccccc3)nc3ccccn23)on1	0	-4	0.4	0.1
O=C(Cc1ccsc1)OCC(=O)c1c[nH]c2ccccc12	-7	1	-0.7	-0.1
Nc1ccc2nc(SCc3ccc(Cl)cc3)sc2c1	-8	-4	0.4	-0.2

# Next part
mol	TEAD-YAP block	MITF inh	GPR151 activ	FBW7 act
CS(=O)(=O)c1ccc2nc(NS(=O)(=O)Cc3ccccc3)sc2c1	-19	15	1.5	0.1
CC(C)CC(=O)N1CCC2(CCC(CNC(=O)c3ccccc3F)O2)CC1 (stereo unspecified)	-7	7	0.9	0.0
CC(CCc1ccco1)NC(=O)Cn1ncc2c(=O)oc3ccccc3c21 (stereo unspecified)	0	10	0.0	0.0
CCN(CC)c1ccc(/C=C2/SC(=Nc3ccccc3)N(N(C)C)C2=O)c(OC)c1	-22	-3	0.6	0.6
COC(=O)c1cc(CNC(=O)c2ccnn2C)cc(NC(=O)c2ccccc2Cl)c1	0	-2	0.3	-0.3
O=C(CCN1C(=O)C2CC=CCC2C1=O)OCC(=O)c1ccc(F)cc1 (stereo unspecified)	10	-6	0.3	-0.1
CCOCCCNS(=O)(=O)c1ccc2c(c1)CCN2C(=O)C1CCC1	1	4	-0.1	-0.1
COc1ccc(OC)c(CN2CCc3nnc(CCNC(=O)c4cccnc4)n3CC2)c1	-14	-12	-0.7	-0.1
CC(CSc1ncccn1)Cn1c(Br)nc2c1c(=O)[nH]c(=O)n2C (stereo unspecified)	2	-3	-2.2	0.2
CC(=O)c1ccc(N(C(F)F)S(C)(=O)=O)cc1	-1	-13	0.4	-0.2
CCC1CN(Cc2c(C)n(C)n(-c3ccccc3)c2=O)Cc2cc(OC)ccc2O1 (stereo unspecified)	3	5	-0.1	0.0
CCCNC(=O)c1oc2ccc3c(c2c1C)C(=O)CC1(CCCC1)O3	-59	4	0.8	0.0
O=C1C2C(c3ccc(F)cc3)OC3(C(=O)c4ccccc4C3=O)C2C(=O)N1c1ccccc1C(F)(F)F (stereo unspecified)	5	-2	-1.0	-0.1
CCCc1nc2ccccc2c(=O)n1NC(=O)c1c(O)c2ccccc2n(CCC)c1=O	-3	2	-0.3	0.1
CCN1OCN(c2nc(N(C)C)nc(N(C)C)n2)C1=N	8	14	0.8	0.0
Cc1nnc2c3ccccc3nc(-c3ccc(Br)cc3)n12	6	-1	0.4	0.1
COc1ccccc1C(C)NC(=O)c1ccc(C)o1 (stereo unspecified)	14	-3	-0.5	0.0
c1cc2c(cc1Nc1nc(N3CCCC3)nc(N3CCCC3)n1)OCCO2	1	14	0.1	-0.1
N/N=C(\Cc1cscn1)c1ccc(O)cc1O	-5	-1	-0.5	-0.2
Cc1cc(C2C=Nn3nnnc3N2)cc(C)c1O (stereo unspecified)	8	-4	-0.2	-0.1
Cc1nonc1NC(=O)CSc1nc2c(C)cccc2cc1C#N	1	3	3.1	0.1
CCCCN1C(=O)C2C(C(=O)Nc3cccc(C)c3)C3C=CC2(O3)C1C(=O)NC1CCCCC1C (stereo unspecified)	7	15	1.6	0.0
O=C(Cn1cnc2sc3c(c2c1=O)CCCC3)NCc1ccccc1	21	10	0.2	0.2
CCN(C(=O)CSc1nc2ccccc2o1)c1ccccc1	-6	-4	-0.2	0.6

# An unsorted share of the library; any-hit rate near 3.4%.
